# Screening results as filed in PubChem BioAssay.
# Ecoli viability – counter-screen for AddAB inhibitors: E. coli growth inhibition | inhibition, % at 11.9 µM | actives 0.27% (n = 330,000) | AID 449728 | E. coli V3065 growth, OD600 absorbance, 18 h;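 active = inhibition above the campaign's mean inhibition across all tested compounds plus 3 SD, cut at about 9.9% in these data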;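 also: uninfected addAB+ strain grown without phage in ampicillin broth; 0% = DMSO wells and 100% = ciprofloxacin 0.95 µg/ml wells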
# CDK5 inh – inhibitors of human CDK5/p35 kinase; Q00535+Q15078; inhibition, % at 10 µM; Recombinant CDK5/p35, ADP-Glo luminescence, 60 min; actives 0.01% (n = 330,000);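 active = highest replicate inhibition of at least 50% and at least 75% of replicates reaching 50%; inconclusive = only one of the two criteria met; inactive = both criteria failed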;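 also: plate controls were DMSO neutral control for no effect and GW8510 at 10 µM for full effect; many of its hits are not listed in these tables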
# DAGLB inh – diacylglycerol lipase beta (human) inhibition; HEK293T DAGLB membrane lysate, EnzChek fluorogenic substrate; inhibition, % at 5.17 µM; actives 0.059% (n = 340,000); in the data active = inhibition above about 34%;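 also: 0% = enzyme with vehicle and 100% = wells lacking enzyme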
# Target sequence (Q8NCG7 whole entry, looked up): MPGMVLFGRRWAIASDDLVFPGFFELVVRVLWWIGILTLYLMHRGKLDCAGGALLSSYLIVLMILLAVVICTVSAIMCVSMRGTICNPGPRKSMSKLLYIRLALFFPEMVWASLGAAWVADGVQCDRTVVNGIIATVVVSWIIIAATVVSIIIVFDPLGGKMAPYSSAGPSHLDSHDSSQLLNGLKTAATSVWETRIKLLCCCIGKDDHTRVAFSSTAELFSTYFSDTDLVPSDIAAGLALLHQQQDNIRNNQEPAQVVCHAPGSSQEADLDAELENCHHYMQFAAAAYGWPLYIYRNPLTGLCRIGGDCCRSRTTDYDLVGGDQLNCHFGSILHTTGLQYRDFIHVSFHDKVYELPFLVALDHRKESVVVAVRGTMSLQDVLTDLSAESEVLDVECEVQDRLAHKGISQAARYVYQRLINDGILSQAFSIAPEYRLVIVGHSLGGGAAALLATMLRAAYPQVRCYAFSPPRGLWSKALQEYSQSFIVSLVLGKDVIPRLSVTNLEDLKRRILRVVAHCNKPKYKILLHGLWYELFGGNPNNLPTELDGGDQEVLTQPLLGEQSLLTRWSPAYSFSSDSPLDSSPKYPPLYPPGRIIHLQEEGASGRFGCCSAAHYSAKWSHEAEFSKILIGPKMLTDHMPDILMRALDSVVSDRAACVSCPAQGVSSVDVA
# HTR5A inv ctr – inverse agonist of human HTR5A in OPRM1-OPRD1 counter-screen; P47898; inhibition, % at 9.3 µM; HTR5A cell line, luminescence, inverse agonism; actives 0.083% (n = 340,000); AID 504634; in the data active = inhibition mostly above about 23%, no sharp cut-off; inactive = mostly below about 18%;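 also: 0% = cells with DMSO and 100% = no-cell wells with DMSO; some compounds called inactive have numbers as strong as hits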
# Target sequence (P47898 whole entry, looked up): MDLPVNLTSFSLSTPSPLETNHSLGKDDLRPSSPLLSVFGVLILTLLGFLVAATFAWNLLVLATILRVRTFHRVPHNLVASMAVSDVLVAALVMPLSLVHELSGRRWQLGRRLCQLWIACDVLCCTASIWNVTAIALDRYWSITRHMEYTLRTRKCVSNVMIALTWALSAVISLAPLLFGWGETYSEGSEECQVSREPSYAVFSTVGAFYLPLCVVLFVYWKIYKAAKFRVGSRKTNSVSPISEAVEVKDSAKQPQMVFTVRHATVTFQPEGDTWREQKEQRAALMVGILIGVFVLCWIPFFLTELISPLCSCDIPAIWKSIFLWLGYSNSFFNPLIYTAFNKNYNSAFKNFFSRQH
# phage Ecoli inh – E. coli growth loss with phage present; inhibition, % at 11.9 µM; growth absorbance; AID 651602; actives 0.26% (n = 360,000); in the data active = inhibition above about 11%
# Mot1-301 SUMO – SUMOylation pathway inhibition by Mot1-301 growth rescue; S. cerevisiae Mot1-301 growth rescue, ATP luminescence, 38.5C; percent above DMSO median, 100 means doubled; growth rescue, % at 18.8 µM; actives 1% (n = 320,000);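 active = every valid replicate shows activation above 250% relative to neutral control wells; inactive = the rest, any valid replicate at or below 250%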;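 also: OY570 slx delta 5 strain wells were the positive control but not used for scaling; some compounds called inactive have numbers as strong as hits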
# PKA-R1A act – activates the PKA-R1A holoenzyme complex; P00514+P68181; PKA-R1A dissociation, Cy5-IP20 fluorescence polarization; scaled: DMSO 0%, 113 µM cGMP 100%; activation, % at 11.4 µM; actives 0.083% (n = 340,000); AID 504707;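 active = percent activation above the mean of all tested compounds plus 3 SD, cut at about 19% in these data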;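 also: higher means more PKAc released from R1A so a rise in polarization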
# HTR5A ag ctr – activates human HTR5A in OPRM1-OPRD1 agonist counter-screen; P47898; actives 0.61% (n = 340,000); HTR5A agonist assay, luminescence, cell-based; activation, % at 9.3 µM; in the data active = activation mostly above about 9.5%, no sharp cut-off; inactive = mostly below about 7.6%;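 also: 0% = cells with vehicle only and 100% = reference agonist; strong numbers were not always called active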
# AddAB inh – less growth of phage-infected E. coli with AddAB. actives 0.29% (n = 330,000). AID 435030. E. coli expressing H. pylori AddAB, absorbance growth. inhibition, % at 11.9 µM; in the data active = inhibition above about 12%;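 also: 0% = vehicle wells of infected cells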
# PKA-R2B act – activates the human PKA-R2B holoenzyme complex; AID 504700; actives 0.079% (n = 340,000); PKA-R2B holoenzyme dissociation, Cy5-IP20 fluorescence polarization; R2B truncated from residue 108, S112A mutant; 0% DMSO only, 100% 113 µM cGMP; activation, % at 11.4 µM;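 active = activation above a cutoff set at the mean over all compounds plus 3 SD, cut at about 18% in these data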;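 also: higher means more holoenzyme dissociation and a rise in polarization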
# Tat export inh – inhibitors of E. coli Tat protein transport; actives 0.036% (n = 340,000); inhibition, % at 10 µM; E. coli MC4100 TorA-mCherry Tat export, fluorescence;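 active = mean replicate inhibition at least 50% and at least half of replicates individually reaching 50%; inconclusive = only one of the two criteria met; inactive = neither criterion met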;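 also: exported cargo escapes ClpAP degradation while cytoplasmic cargo is degraded and loses fluorescence; 0% = median of neutral control wells and 100% = median of NaSCN control wells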
# * hit, by the source's call; ? = inconclusive; . = not tested or not shown.
SMILES,Ecoli viability,CDK5 inh,DAGLB inh,HTR5A inv ctr,phage Ecoli inh,Mot1-301 SUMO,PKA-R1A act,HTR5A ag ctr,AddAB inh,PKA-R2B act,Tat export inh
COc1ccc(CN(C)C(=O)c2ccc(NC(=O)CC3SC(N4CCCC4)=NC3=O)cc2)c(OC)c1 (stereo not given),-1.4,-1.2,2,-18,-0.1,13,1,9,-0.3,-10,-11
CCc1ccc(CNC(=O)CCc2nnc(Cc3cccc(C(F)(F)F)c3)o2)nc1,-0.1,-1.2,1,4,4.9,5,-3,-1,0.2,-8,5
Cc1cc(-n2c(C)cc(C(=O)COc3cc(F)ccc3[N+](=O)[O-])c2C)no1,1.0,0.1,-6,5,2.5,.,-7,-2,2.6,-8,-4
CCCN1CCc2c(sc(NC(=O)c3ccc(S(=O)(=O)N4CCCC4)cc3)c2C(N)=O)C1,-3.1,-0.5,-11,1,0.2,140,7,0,1.1,-3,2
CC(C)c1ccc(C(=O)Nc2ccc(N3CCOCC3)cc2)cc1,-0.3,0.4,2,16,4.2,14,6,2,1.5,-10,-9
O=C(NNc1ccc([N+](=O)[O-])cc1)Nc1ccccc1,0.5,-0.3,0,-8,0.5,43,-1,-2,3.4,6,-8
Cn1cc(S(=O)(=O)N2CCOCC2)cc1C(=O)NCCc1ccccc1,99*,0.4,1,-26,.,-7,-8,9,99*,-4,-1
CCn1c(SCC(=O)NC(C)(C)C)nnc1-c1ccoc1C,-2.6,2.7,0,-18,0.1,-5,-6,0,-0.7,-11,0
O=C(COc1cccc2cccnc12)N/N=C/c1ccc(O)cc1,-0.1,0.4,0,3,0.9,-11,-12,-1,6.3,-3,0
COc1cc(/C=C2/C(=N)N3OC(C)=CC3=NC2=O)ccc1OCCOc1ccc(C)cc1,-2.4,-0.3,-3,-5,4.6,-5,4,-1,2.3,-8,-9

# Arranged by heavy-atom count (smallest number first): some entries from above
SMILES,Ecoli viability,CDK5 inh,DAGLB inh,HTR5A inv ctr,phage Ecoli inh,Mot1-301 SUMO,PKA-R1A act,HTR5A ag ctr,AddAB inh,PKA-R2B act,Tat export inh
CC(C)c1ccc(C(=O)Nc2ccc(N3CCOCC3)cc2)cc1,-0.3,0.4,2,16,4.2,14,6,2,1.5,-10,-9
Cc1cc(-n2c(C)cc(C(=O)COc3cc(F)ccc3[N+](=O)[O-])c2C)no1,1.0,0.1,-6,5,2.5,.,-7,-2,2.6,-8,-4
CCc1ccc(CNC(=O)CCc2nnc(Cc3cccc(C(F)(F)F)c3)o2)nc1,-0.1,-1.2,1,4,4.9,5,-3,-1,0.2,-8,5

# Remaining list, next part
SMILES,Ecoli viability,CDK5 inh,DAGLB inh,HTR5A inv ctr,phage Ecoli inh,Mot1-301 SUMO,PKA-R1A act,HTR5A ag ctr,AddAB inh,PKA-R2B act,Tat export inh
c1ccc(C2=Nc3cccc4cccc(c34)N2)cc1,1.3,-3.0,13,-4,1.9,-20,-7,1,3.2,-12,-10
Cc1ccc2nc(NC(=O)c3ccc(Cl)s3)sc2c1,-1.5,2.0,-2,-17,3.0,-15,3,6,2.6,0,-5
COc1ccc(C(CNC(=O)c2ccc(S(=O)(=O)Nc3ccc(F)cc3)cc2)N(C)C)cc1 (stereo not given),-0.7,1.9,-1,10,0.8,-20,0,3,-1.0,-12,-4
C=CCc1ccc(O)c(-c2ccc(O)c(CC=C)c2)c1,0.3,0.3,0,-61,5.7,12,-8,12,4.7,0,19
COc1cccc(CN(C)C(=O)Cc2c[nH]c3ccccc23)c1OC,-5.7,-1.6,-2,-19,1.2,4,-3,1,2.7,-4,11
CC(=O)N1CCc2cc(S(=O)(=O)CCC(=O)NCc3ccco3)ccc21,-1.4,0.9,-1,-9,2.3,5,-8,-6,2.7,-1,-5
COc1ccccc1Cc1nc2ccccc2n1S(=O)(=O)c1ccc(Cl)cc1,-0.3,-1.7,2,-24,2.3,-11,-3,1,2.6,-6,4
O=C(O)CCCCCNCc1ccncc1,-1.0,-1.7,-3,2,.,10,-15,-1,2.6,-6,1
COc1ccc(S(=O)(=O)NCC(c2ccc(C)cc2)N2CCN(C)CC2)cc1OC (stereo not given),0.0,-1.9,-1,-3,1.3,28,-2,1,-0.9,-10,-2
CCCNC(=O)Cn1c(=O)/c(=C/c2ccc(-c3cccc([N+](=O)[O-])c3)o2)s/c1=C\C(=O)C(C)(C)C,.,0.7,-2,11,0.7,.,8,-3,.,14,13

# Reprinted from the part before: three compounds, followed by the next part.
SMILES,Ecoli viability,CDK5 inh,DAGLB inh,HTR5A inv ctr,phage Ecoli inh,Mot1-301 SUMO,PKA-R1A act,HTR5A ag ctr,AddAB inh,PKA-R2B act,Tat export inh
O=C(O)CCCCCNCc1ccncc1,-1.0,-1.7,-3,2,.,10,-15,-1,2.6,-6,1
COc1ccc(S(=O)(=O)NCC(c2ccc(C)cc2)N2CCN(C)CC2)cc1OC (stereo not given),0.0,-1.9,-1,-3,1.3,28,-2,1,-0.9,-10,-2
CCCNC(=O)Cn1c(=O)/c(=C/c2ccc(-c3cccc([N+](=O)[O-])c3)o2)s/c1=C\C(=O)C(C)(C)C,.,0.7,-2,11,0.7,.,8,-3,.,14,13
Cc1cccc(OCC(O)CN2CCN(S(=O)(=O)c3ccc(C)cc3C)CC2)c1 (stereo not given),0.4,0.0,-1,7,0.7,15,-2,-2,5.9,0,8
O=C(NC1CC2CCCC(C1)N2C(=O)Nc1ccccc1F)C1CC1 (stereo not given),3.1,1.8,1,2,1.0,-3,1,-1,1.4,-13,2
COc1ccc(-c2nn(-c3ccccc3)cc2/C=C/C(=O)N2CCN(c3ccccn3)CC2)cc1,0.0,-1.5,0,7,3.2,-21,-12,0,2.7,0,-2
COc1ccc(C(=O)Nc2ccc(-n3nncc3C(C)(C)C)cc2)cc1,0.4,0.4,1,6,1.2,2,-6,0,-0.2,-6,-8
Fc1ccc(-c2ccc(NCCN3CCOCC3)nn2)cc1,-0.5,1.7,-1,-1,2.2,3,1,9,4.3,9,-3
COc1cc(OC)c(S(=O)(=O)Nc2ccccc2NC(=O)CN2CCOCC2)cc1NC(C)=O,1.6,-0.2,-2,-22,0.5,.,4,3,0.0,-7,0
Cc1cccc(N2CC(C(=O)Nc3ccc(S(=O)(=O)N4CCOCC4)cc3)CC2=O)c1 (stereo not given),-1.4,1.3,-4,3,1.4,-1,3,-1,3.6,6,-1
CC1=C(C(=O)NC2CCCc3c2cnn3-c2ccc(F)cc2F)OCCO1 (stereo not given),-0.6,-0.2,-3,2,-2.1,31,-3,5,3.4,-2,-2
N#Cc1sc2nc(-c3ccccc3)cc(-c3ccco3)c2c1N,-0.9,-2.8,9,-14,1.3,11,6,2,-0.7,-1,6
CCCCC(=O)N/N=C/c1ccc(-c2ccc([N+](=O)[O-])cc2)o1,2.1,0.3,1,-23,3.0,-1,-6,2,1.2,-9,-4
O=C(CNC(=O)c1ccc(F)cc1)N/N=C/c1cc(Br)ccc1OCc1ccccc1,-0.5,1.7,-3,9,5.9,275,2,-4,-1.7,-2,2
CCOC(=O)C1(Cc2cccc(Cl)c2)CCCN(C(=O)CCNC(C)=O)C1 (stereo not given),.,-0.6,1,24,-0.2,15,9,1,.,1,1
CCCn1c(=O)[nH]c(=O)c2c1nc(-c1ccc(OC(F)F)cc1)n2CCN1CCOCC1,0.7,-2.3,2,.,1.7,-3,0,.,-0.8,-3,5
CN(C)S(=O)(=O)c1cccc(C(=O)NCCNC(=O)c2cccc(S(=O)(=O)N(C)C)c2)c1,0.1,-2.4,4,-6,1.4,-7,4,2,-0.7,-1,-8
COC(=O)Oc1ccc(/C=N/NS(=O)(=O)c2ccccc2)cc1OC,-2.8,-0.3,-2,-26,-0.5,627*,5,9,0.9,5,2
CCCSc1nnc(NC(=O)CCc2ccccc2)s1,1.3,1.0,-3,-5,1.5,9,5,4,0.9,0,7
CN(C)C(=O)c1cc(C(=O)c2ccccc2Br)c[nH]1,2.5,0.1,-3,-9,-0.2,27,-8,3,0.3,2,0
O=C(NCc1ccccn1)c1cccc(NS(=O)(=O)c2cccc(Cl)c2)c1,-2.0,-0.7,2,11,0.2,21,-10,4,-0.8,7,0
CS(=O)(=O)Nc1ccc(C2=NN(C(=O)c3ccco3)C(c3ccccc3F)C2)cc1 (stereo not given),-0.7,-0.4,2,-2,2.2,-19,-5,3,3.3,-10,-14
Cc1cccc(NC(=O)NCC2CCN(c3ccc(S(=O)(=O)N4CCOCC4)cc3)CC2)c1,-1.9,0.1,-3,5,0.7,-4,-6,-2,0.5,-5,-5

# Profiles, looked up by structure. Order of screens: Ecoli viability | CDK5 inh | DAGLB inh | HTR5A inv ctr | phage Ecoli inh | Mot1-301 SUMO | PKA-R1A act | HTR5A ag ctr | AddAB inh | PKA-R2B act | Tat export inh
# Entry for COc1ccc(S(=O)(=O)NCC(c2ccc(C)cc2)N2CCN(C)CC2)cc1OC (stereo not given) → 0.0 | -1.9 | -1 | -3 | 1.3 | 28 | -2 | 1 | -0.9 | -10 | -2
# Entry for CN(C)C(=O)c1cc(C(=O)c2ccccc2Br)c[nH]1 → 2.5 | 0.1 | -3 | -9 | -0.2 | 27 | -8 | 3 | 0.3 | 2 | 0
# Entry for Fc1ccc(-c2ccc(NCCN3CCOCC3)nn2)cc1 → -0.5 | 1.7 | -1 | -1 | 2.2 | 3 | 1 | 9 | 4.3 | 9 | -3

# Later entries
SMILES,Ecoli viability,CDK5 inh,DAGLB inh,HTR5A inv ctr,phage Ecoli inh,Mot1-301 SUMO,PKA-R1A act,HTR5A ag ctr,AddAB inh,PKA-R2B act,Tat export inh
COc1ccc(OC)c(Cc2nnc(CCC(=O)N3CCN(C4CCCC4)CC3)o2)c1,1.8,-2.0,1,6,-0.7,0,1,-2,3.2,0,1
CC1CC(C)CN(S(=O)(=O)c2cc(C(=O)O)c(Cl)s2)C1 (stereo not given),0.1,1.8,2,22,3.9,-6,0,2,5.1,-7,6
O=S(=O)(NCC1COc2ccccc2O1)c1ccc2ccccc2c1 (stereo not given),-0.4,0.2,-6,-3,0.8,-3,-7,1,3.7,-8,3
COc1cc(/C=C2\SC(=Nc3ccc(O)cc3)NC2=O)cc(OC)c1O,0.9,-0.4,0,2,4.2,-2,7,-1,2.7,2,-17
O=C(COc1ccc(Cl)cc1)Nc1cc(NC(=O)COc2ccc(Cl)cc2)cc(C(=O)O)c1,-0.2,-1.1,8,35,1.6,15,-2,7,1.6,-15,-7
COC(=O)c1c(NC(=O)COC(=O)[C@@H](NS(=O)(=O)c2cccc(Cl)c2)C(C)C)sc2c1CCC2,-1.7,-0.4,-1,-22,0.1,-1,-6,-1,-0.9,-16,0
O=C(NC1CCCCC1)n1c(=O)oc2ccc(Cl)cc21,2.4,0.8,0,14,3.4,-12,4,3,1.3,3,0
CC(C)c1ccc(C2C(C#N)=C(N)Oc3c2oc(CO)cc3=O)cc1 (stereo not given),-0.9,0.7,-2,-11,-0.9,-14,2,4,0.7,1,?

# The order is random; any-hit rate near 2.3%.
